USP2a inhib – USP2a (human) protease inhibition. USP2a enzymatic assay, qHTS inhibition. O75604. Potency, µM (highest dose often 38.3 µM), without a hit: top-dose activity change, negative = inhibition, actives largely listed as inhibitors. hit rate 0.1% among 60,000. AID 927;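 note: potency is the fitted concentration of half-maximal effect; nearly all actives have a fitted effect of over 60% in size; plate controls were DMSO for no effect and NEM full inhibition control for full effect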
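20 nM USP2 core + cpd, 30 min RT; add 20 nM Ub-PLA2/20 uM NBD C6-HPC; read Ex460/Em535 at 0 h and 2.5 h. Normalized to NEM; qHTS curve fit/classification.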
Caspase-7 inhib – blocks human caspase-7 allosterically or competitively | P55210 | hit rate 0.02% among 75,000 | AID 889 | recombinant caspase-7, Ac-DEVD-AFC fluorescence rate | Potency, µM (doses to about 57.5 µM), inactives show at the top dose activity change, negative = inhibition, actives largely listed as inhibitors; active = well fitted inhibition curve with a large enough effect in the main read-out, with a control signal flat, not every such curve was filed as active; inconclusive = small, poorly fitted or top-dose-only effect, or a change in a side signal; note: potency is the fitted concentration of half-maximal effect; % of control where 0% means no effect
Tau filament bind – binds recombinant human tau filaments; P10636; AID 596; recombinant tau filaments, thioflavin S fluorescence, 15 h; filaments grown with octadecylsulfate alongside compound; hit rate 2% among 71,000; Potency, µM (top dose mostly 57.1 µM), for inactives: at the top dose activity change, negative = inhibition;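 note: potency is the fitted concentration of half-maximal effect; % is set by controls: 0 for no effect and ±100 for the full control effect; actives lower thioflavin S fluorescence by blocking filaments or displacing dye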
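Tau 2 uM in ThS buffer dispensed; compound added; 60 uM ODS added (finals 1 uM tau, 30 uM ODS); 15 h 37 C; fluor ex450/em510.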
DNA Pol III inh – DNA polymerase III holoenzyme inhibition. reconstituted DNA polymerase III holoenzyme replication, biochemical. hit rate 0.25% among 71,000. Potency, µM (series often up to 57.1 µM), without a hit: at the top dose activity change, negative = inhibition; note: potency is the fitted concentration of half-maximal effect; % is set by controls: 0 for no effect and ±100 for the full control effect
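Reconstituted *E. coli* holoenzyme (0.35 nM Pol III, 1 nM beta, 154 nM SSB, 2 nM primase) was preincubated with compound for 15 min at RT. Synthesis on 1.4 nM ssM13Gori ran 35 min, then was stopped with PicoGreen/EDTA and read as dsDNA fluorescence.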
ALOX15 inhib – 15-hLO (ALOX15) enzyme inhibition; purified 15hLO-1, xylenol orange hydroperoxide absorbance; Potency, µM (highest dose often 57.1 µM), without a hit: top-dose activity change, negative = inhibition, most hits filed as inhibitors; hit rate 1.4% among 74,000; note: potency is the fitted concentration of half-maximal effect; % is set by controls: 0 for no effect and ±100 for the full control effect; nearly all actives have a fitted effect of over 55% in size
Target sequence (P16050 whole entry, looked up): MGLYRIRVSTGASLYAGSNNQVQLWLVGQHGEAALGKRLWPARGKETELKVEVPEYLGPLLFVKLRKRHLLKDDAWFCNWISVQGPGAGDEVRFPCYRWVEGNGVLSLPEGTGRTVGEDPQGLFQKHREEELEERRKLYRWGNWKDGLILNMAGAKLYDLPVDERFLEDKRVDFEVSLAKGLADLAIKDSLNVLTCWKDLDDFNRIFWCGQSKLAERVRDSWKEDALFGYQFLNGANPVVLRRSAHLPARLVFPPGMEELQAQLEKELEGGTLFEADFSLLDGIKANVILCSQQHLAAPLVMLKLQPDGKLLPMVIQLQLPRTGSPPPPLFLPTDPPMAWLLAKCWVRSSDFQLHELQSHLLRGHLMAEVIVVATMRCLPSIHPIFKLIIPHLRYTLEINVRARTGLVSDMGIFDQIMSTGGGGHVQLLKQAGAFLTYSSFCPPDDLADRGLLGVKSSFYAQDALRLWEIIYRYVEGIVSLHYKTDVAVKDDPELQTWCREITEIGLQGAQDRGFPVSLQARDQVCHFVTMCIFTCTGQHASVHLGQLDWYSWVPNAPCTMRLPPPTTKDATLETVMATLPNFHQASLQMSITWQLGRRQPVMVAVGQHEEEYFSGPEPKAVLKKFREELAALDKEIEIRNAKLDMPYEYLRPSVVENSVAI
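Compounds were preincubated 15 min at room temperature with 40 nM purified human enzyme (25 mM Hepes pH 7.5, 0.01% Triton X-100); 50 uM arachidonic acid reacted 6 min. Fe-xylenol orange detection, 30 min, absorbance ratio 573/405 nm.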
HADH2 inhib – inhibitors of human HADH2 dehydrogenase | Q99714 | recombinant HADH2, NADH fluorescence, beta-hydroxybutyryl-CoA | Potency, µM (highest dose often 57.1 µM), for the others: at the top dose activity change, negative = inhibition, most hits filed as inhibitors | hit rate 3.4% among 73,000; note: potency is the fitted concentration of half-maximal effect; % is set by controls: 0 for no effect and ±100 for the full control effect; nearly all actives have a fitted effect of over 60% in size; many of its hits are not listed in these tables
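Read-out: 360 nm excitation, 450 nm emission, kinetic over 4 min. Conditions: His-tagged human HADH2 20 nM, pH 9.0 Tris with Tween-20, 1 mM NAD+, 90 uM beta-hydroxybutyryl-CoA.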
Casp1 inh – blocks human caspase-1 allosterically or competitively. Caspase-1 enzyme, Ac-WEHD-AFC fluorogenic rate. Potency, µM (highest dose often 57.5 µM), for the others: at the top dose activity change, negative = inhibition, most hits filed as inhibitors. hit rate 0.03% among 75,000;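 note: potency is the fitted concentration of half-maximal effect; plate controls were vehicle for no effect and no substrate for full effect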
Target sequence (P29466 120-297 limits assumed): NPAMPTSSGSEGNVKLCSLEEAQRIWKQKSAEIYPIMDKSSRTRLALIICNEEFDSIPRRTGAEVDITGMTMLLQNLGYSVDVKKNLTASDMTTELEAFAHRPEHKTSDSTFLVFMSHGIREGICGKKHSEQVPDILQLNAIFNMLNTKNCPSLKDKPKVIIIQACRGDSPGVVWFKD
Target sequence (P29466 317-404 limits assumed): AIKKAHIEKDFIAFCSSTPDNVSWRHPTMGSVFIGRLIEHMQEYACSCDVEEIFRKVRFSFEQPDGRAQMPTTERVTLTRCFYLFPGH
BRCT PPI red – inhibitors of human BRCA1 BRCT-phosphoprotein interaction (red fluorophore); Potency, µM (series often up to 76.9 µM), for inactives: top-dose activity change, negative = inhibition, actives largely listed as inhibitors; hit rate 0.03% among 75,000; AID 892; P38398; BRCT-phosphopeptide binding, red fluorescence polarization; note: % is set by controls: 0 for no effect and ±100 for the full control effect
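Fluorescence polarization: 100 nM His-tagged BRCA1 BRCT with 100 nM TAMRA-labelled phospho-BACH1 decapeptide, phosphate buffer pH 7.3 with 150 mM NaCl, DTT, 0.01% Tween 20; 12 min RT. Binding inhibition seen as FP decrease.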
BRCT inh green – blocks human BRCA1 BRCT binding to phosphopeptide, green readout. P38398. BRCA1 BRCT-phosphopeptide binding, green fluorescence polarization. Potency, µM (doses to about 76.9 µM), without a hit: at the top dose activity change, negative = inhibition, hits mostly inhibitors. hit rate 0.05% among 75,000;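 note: potency is the fitted concentration of half-maximal effect; plate controls were peptide without protein for full effect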
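Compounds were incubated for 12 min at room temperature with a complex of 100 nM fluorescein-tagged pBACH1 decapeptide and 250 nM His-tagged BRCT protein. Buffer was phosphate pH 7.3 with EDTA, DTT and Tween 20. Disruption of binding lowers the polarization signal.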
HEK293 cAMP ctrl – counter-screen for TSHR agonists: cAMP increase in parental HEK293; parental HEK293 CNG cAMP sensor, membrane potential fluorescence; Potency, µM (doses to about 57.1 µM), inactives show at the top dose activation, most hits filed as activators; hit rate 2.5% among 73,000; AID 938; note: potency is the fitted concentration of half-maximal effect; % of control where 0% means no effect; nearly all actives have a fitted effect of over 55% in size
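Counterscreen for endogenous-receptor signalling: CNG-channel HEK 293 cells report cAMP rise by membrane depolarization. After 60 min dye equilibration with 100 uM RO 20-1724, compounds incubated 30 min before bottom-read fluorescence at 590 nm.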
Rhodamine fluor – compound fluoresces in the rhodamine spectral region; Rhodamine-region fluorescence, 547/598 nm, Tris buffer; hits give high values; max dye-equivalent concentration, M; hit rate 0.05% among 59,000; in the data active = max dye-equivalent concentration above about 11 nM; inconclusive = between about 1.1 nM and that limit
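Steps: pin-transfer compounds into pH 8.0 Tris (100 mM), hold 15 min at room temperature, image with a 547/598 nm filter pair, and convert intensities to rhodamine-equivalent concentration using a six-point on-plate rhodamine series.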
* hit, by the source's call; i = inactive; ? = inconclusive; . = no result given; [ ] = dose if it differs, or a comment. Unless noted, calls come from the whole dose curve; as a rule, active = well fitted curve in the direction sought with a large enough effect; inconclusive = small, poorly fitted or top-dose-only effect, or another doubt; inactive = no such curve, though single readings can be large; an effect the other way counts as inactive or inconclusive. The list is partial; rates above refer to the full screens.

SMILES | USP2a inhib | Caspase-7 inhib | Tau filament bind | DNA Pol III inh | ALOX15 inhib | HADH2 inhib | Casp1 inh | BRCT PPI red | BRCT inh green | HEK293 cAMP ctrl | Rhodamine fluor
O=C1c2ccccc2C(Nc2ccc(S(=O)(=O)N3CCCCCC3)cc2)N1Cc1ccco1 (stereo not drawn) | . | -1.0% | 65.7% | 1.6% | -16.9% | -3.9% | -3.0% | -0.2% | -0.3% | ? | .
CC1(C)Cc2c(c(=S)nc(-c3ccccc3)n2CCN2CCOCC2)CO1 | -5.6% | 0.5% | -1.9% | 1.0% | -15.5% | -5.0% | -1.6% | -1.5% | -2.0% | 25.1% | i
CC(C)CO/N=C1/C[C@@H](O)[C@@H](O)[C@@H]2[C@@H]3C(=O)N(Cc4ccc5c(c4)OCO5)C(=O)[C@H]3CC[C@@H]12 | . | -0.8%[11.5 µM] | . | . | 4.8%[11.4 µM] | -7.1%[11.4 µM] | -2.0%[11.5 µM] | 0.3%[15.4 µM] | -0.7%[15.4 µM] | -2.5%[11.4 µM] | .
Cc1cc(C)nc(Nc2n[nH]c(COc3ccc(Cl)cc3)n2)n1 | 18.3% | -0.6% | 11.6% | -0.8% | 5.3% | 10.4% | -0.8% | -0.3% | -1.1% | 22.3% | i
O=c1c(-c2ccc(O[C@@H]3O[C@H](CO)[C@@H](O)[C@H](O)[C@H]3O)cc2)coc2cc(O)cc(O)c12 | . | 2.5% | . | . | -6.3%[25.6 µM] | . | 0.7% | 0.8% | 2.8% | . | .
C=CCn1c(C)cc(C(=O)CSc2nc3ccccc3o2)c1C | -3.4% | -7.4% | 7.6% | -2.3% | -11.3% | 1.1% | -3.3% | 0.5% | 0.2% | 25.1µM* | i
CC(=O)Nc1cc(NC(C)=O)cc(C(=O)OCC(=O)N2CC(C)OC(C)C2)c1 (stereo not drawn) | -1.1% | -0.5% | -9.4% | -0.6% | 7.7% | 1.7% | -0.9% | 0.0% | -2.7% | -4.6% | i
Cc1ccc(S(=O)(=O)N(C)Cc2ccc(-c3nnc4n3CCC4)cc2)cc1 | 17.5% | -0.8% | 16.5% | -2.6% | 11.7% | 2.6% | -0.2% | -1.6% | -1.1% | 4.5% | i
Cc1ccc(CN2CC(C(=O)Nc3ccc4c(C)cc(=O)oc4c3)CC2=O)cc1 (stereo not drawn) | 32.9%[activator] | -5.9% | 17.3% | ? | -1.4% | ? | -4.5% | -0.7% | 3.0% | 5.4% | i
COCCN(CCOC)S(=O)(=O)c1ccc(C(=O)Nc2nnc(C3CC3)o2)cc1 | 2.3% | 8.8% | 3.6% | 1.3% | 13.7% | 4.6% | -1.0% | -0.9% | 1.1% | 5.1% | i
COc1ccc(S(=O)(=O)NC(CC(=O)NCc2ccco2)c2ccco2)cc1 (stereo not drawn) | 5.4% | -0.5% | 1.4% | -4.2% | 9.9% | -3.4% | 0.1% | 0.4% | -3.5% | 7.3% | i
O=C(Cn1nnc(-c2cccs2)n1)N1CCc2ccccc2C1 | 9.0% | -1.1% | -7.3% | -8.8% | -7.7% | 5.3% | 0.3% | 0.2% | -1.0% | 18.2% | i

An excerpt of these results, with values under each structure:
Values run as follows: USP2a inhib	Caspase-7 inhib	Tau filament bind	DNA Pol III inh	ALOX15 inhib	HADH2 inhib	Casp1 inh	BRCT PPI red	BRCT inh green	HEK293 cAMP ctrl	Rhodamine fluor
CC1(C)Cc2c(c(=S)nc(-c3ccccc3)n2CCN2CCOCC2)CO1
    -5.6%	0.5%	-1.9%	1.0%	-15.5%	-5.0%	-1.6%	-1.5%	-2.0%	25.1%	i
Cc1ccc(S(=O)(=O)N(C)Cc2ccc(-c3nnc4n3CCC4)cc2)cc1
    17.5%	-0.8%	16.5%	-2.6%	11.7%	2.6%	-0.2%	-1.6%	-1.1%	4.5%	i

Further records.
SMILES | USP2a inhib | Caspase-7 inhib | Tau filament bind | DNA Pol III inh | ALOX15 inhib | HADH2 inhib | Casp1 inh | BRCT PPI red | BRCT inh green | HEK293 cAMP ctrl | Rhodamine fluor
Cc1ccc(S(=O)(=O)NCC2CCC(C(=O)NCc3ccco3)CC2)cc1 (stereo not drawn) | 21.5% | -8.2% | 0.2% | -2.6% | -8.5% | 0.6% | -4.7% | -3.8% | -0.9% | 10.9% | i
CCCCCCn1c(=O)c(-c2nc3ccccc3c(=O)[nH]2)c(O)c2ccccc21 | 5.3% | 1.4% | -9.6% | -4.5% | 10.1% | 3.1% | 0.8% | -0.6% | -2.9% | 7.1% | i
Cc1cc(C(=O)OCC(=O)NCc2ccco2)c(C)n1-c1ccc(F)cc1 | 16.3% | 5.4% | 4.4% | 0.8% | -27.8% | 1.7% | -0.6% | -0.5% | -1.5% | 15.8µM* | i
CCOc1cc(S(=O)(=O)N2CCOCC2)ccc1F | 16.8% | 0.6% | 0.2% | 0.0% | 5.8% | 4.7% | -2.2% | 2.0% | -1.2% | 8.5% | i
COc1cc(O)c2c(c1)OC(C)(C)CC2=O | -4.6% | -3.6% | -5.5% | 6.8% | -3.7% | -6.4% | 0.4% | -1.0% | 0.0% | 0.0% | i
Cn1c(=O)oc2cc(S(=O)(=O)N3CCCC(C(=O)N4CCc5ccccc5C4)C3)ccc21 (stereo not drawn) | . | -11.1% | -3.8% | 2.9% | 10.9% | -6.0% | -3.5% | 2.2% | 0.1% | 20.0% | .
CCCCN(C(=O)NC(=O)Nc1c(C)cc(C)cc1C)S(C)(=O)=O | -3.2% | -0.5% | -6.0% | -4.0% | 2.8% | 20.1% | -1.6% | 0.2% | -1.7% | -17.8% | i
CN(C)CCNC(=O)c1cc2c(=O)n(C)c3ccccc3c2n1C | . | -1.9% | 83.4% | -29.5% | -5.5% | ? | 2.2% | -4.5% | 5.7% | 8.7% | .
COC(=O)Cn1cc(C(=O)c2ccco2)c2ccccc21 | 4.0% | 2.0% | -2.0% | 1.9% | 1.9% | -14.9% | -1.7% | 0.5% | 1.6% | 14.5% | i
CN(C)S(=O)(=O)N1CCN(C(=O)c2ccccc2Cl)CC1 | -7.5% | 0.2% | -8.8% | 6.9% | -4.1% | 3.9% | 0.3% | -0.1% | -1.3% | 5.2% | i
COc1ccccc1C(=O)N1CCN(CCc2ccccc2)CC1 | 0.4% | -2.7% | -2.9% | -0.3% | -0.1% | 13.5% | -0.1% | 0.0% | 0.8% | 6.2% | i
CCCCCCCCC | . | 1.3% | 4.3% | -1.1% | -8.7% | -7.6% | 4.0% | 0.5% | -0.6% | -36.5%[inhibitor] | .
COc1cc(C(=S)N2CCCC2)cc(Cl)c1O | -4.7% | -1.9% | 3.0% | -0.8% | -12.7% | ? | -0.1% | 0.0% | -0.8% | 5.2% | i
Cc1cc(O)c(C(C)C)cc1NC(=O)Nc1cccc2ccccc12 | . | 0.2%[11.5 µM] | -5.2%[11.4 µM] | -12.8%[11.4 µM] | 2.1%[11.4 µM] | 4.0%[11.4 µM] | -0.6%[11.5 µM] | 1.3%[15.4 µM] | -1.0%[15.4 µM] | 12.6%[11.4 µM] | i
CCOC(=O)C(NCc1ccccn1)(NC(=O)c1cccnc1)C(F)(F)F (stereo not drawn) | 4.9% | -3.7% | 14.0% | -10.9% | 23.9% | 2.9% | 0.0% | -1.3% | -1.4% | 12.3% | i
Cn1cccc1C(=O)N1CCC2(CCCN(c3cccc(-c4ccccc4)c3)C2)CC1 | 130.8%[activator] | -3.3% | 22.9% | 10.6% | -11.3% | -1.0% | -6.8% | 0.0% | 13.8% | 9.7% | i
CCN(CC(=O)N1CCCCCC1)S(=O)(=O)c1ccc(Cl)cc1 | -3.2% | -2.7% | -3.3% | 0.5% | 6.7% | -6.3% | -1.9% | 0.2% | -1.5% | 1.0% | i
c1ccc2c(c1)[nH]c1c(NCC3CCCO3)ncnc12 (stereo not drawn) | -0.3% | 0.6% | -4.5% | -1.0% | 6.7% | 8.9% | -1.1% | -1.8% | -5.3% | 17.4% | i
CSc1ncnc2nc[nH]c12 | . | -16.5% | -4.2% | -2.1% | -19.1% | 31.6µM* | ? | -1.6% | -0.9% | 1.1% | .
Cc1ccc2occ(C(=O)c3ccco3)c(=O)c2c1 | ? | -1.9% | -3.6% | -8.4% | -0.3% | -21.5% | 0.5% | -0.6% | -1.6% | ? | .
Cc1ccc(C(=O)N(CN2CCCC2=O)c2ccccc2)cc1C | 10.0% | -2.7% | -2.9% | 2.1% | -12.8% | 5.1% | 1.6% | 0.6% | 1.1% | 7.2% | i
CCOC(=O)c1ccc(NS(=O)(=O)c2cc(C)ccc2OC)cc1 | 14.7% | -0.7% | 14.9% | -3.7% | -11.1% | -8.5% | 0.6% | -0.3% | -1.5% | 28.9% | i

Screens from PubChem.
